EPAC2 antag – antagonists of human EPAC2 | 360,000 tested, 0.18% active | EPAC2 GEF exchange of Rap1B-BODIPY-GDP, fluorescence | Q8WZA2 | Potency, µM (highest dose often 114 µM), for inactives: top-dose activity, negative = inhibition, actives largely listed as inhibitors; also: potency is read from the fitted curve at half-maximal effect; % is scaled to controls: 0 for no effect and ±100 for the full control effect; nearly all actives have a fitted effect of over 45% in size; many of its hits are not listed in these tables
Abeta rescue – compounds reversing amyloid beta toxicity in yeast | yeast expressing A-beta42, growth rescue, OD600, 48 h; response scale: 0% DMSO, 100% iron-clioquinol control | Potency, µM (series often up to 46.1 µM), inactives show at the highest dose growth rescue, hits mostly activators | 410,000 tested, 0.063% active | AID 1347071; also: potency is read from the fitted curve at half-maximal effect; nearly all actives have a fitted effect of over 55% in size
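Yeast A-beta toxicity model in growth medium with pinned compounds, 48 h at 30 C; growth read as absorbance at 600 nm. Normalized to FeCl3/clioquinol equimolar mix (positive) and DMSO (negative).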
aSyn rescue – alpha-synuclein toxicity inhibition in yeast | Yeast expressing alpha-synuclein, growth rescue, BacTiter-Glo, 24 h | Potency, µM (top dose mostly 46.1 µM), inactives show at the highest dose growth rescue (activation), usual class: activators | 370,000 tested, 0.14% active; also: potency is read from the fitted curve at half-maximal effect; % of control where 0% means no effect; nearly all actives have a fitted effect of over 65% in size
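Readout is rescue of growth in alpha-synuclein-expressing yeast, so inhibitors of toxicity appear as activators. Growth after 24 hr at 30 deg C in galactose medium is quantified by luminescence.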
FUS yeast rescue – FUS proteinopathy suppression in yeast; S. cerevisiae FUS-expressing, growth rescue, OD600, 24 h; Potency, µM (highest dose often 76.6 µM), for the others: top-dose growth rescue (activation), usual class: activators; 390,000 tested, 0.24% active; AID 1347120;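 also: potency is read from the fitted curve at half-maximal effect; plate controls were DMSO vehicle for no effect and reference control for full effect; nearly all actives have a fitted effect of over 55% in size; some results filed as inactive show a strong effect at the top dose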
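Toxicity suppression screen in FUS-yeast. Cells induced with 2% galactose, starting OD 0.005, treated 24hr at 30C with compounds at multiple final concentrations; growth by OD600.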
EPAC2 agonist – activates human EPAC2 exchange factor. Q8WZA2. AID 720711. Potency, µM (titrated, usually from 154 µM), without a hit: at the top dose activation, actives largely listed as activators. EPAC2 activation, biochemical qHTS; response scale: 100% = 6.5 mM cAMP response. 360,000 tested, 0.079% active; also: potency is read from the fitted curve at half-maximal effect; nearly all actives have a fitted effect of over 50% in size
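Guanine nucleotide exchange by EPAC2 is measured as reduced fluorescence of BODIPY-GDP once it is released from 250 nM Rap1B. Plates are read kinetically for 30 min at room temperature; results are scaled to 6.5 mM cAMP.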
DRD3 antagonist – antagonists of human D3 dopamine receptor; P35462; D3R cells, DiscoveRx beta-arrestin luminescence, antagonist mode; stronger effect = lower value; max response, negative = inhibition, %; 360,000 tested, 2.5% active; in the data active = max response below about -50%; inconclusive = no clear call, values can overlap the other calls; also: % is scaled to controls: 0 for no effect and ±100 for the full control effect; mostly tested at two doses, the higher about 12 µM
Target sequence (P35462 whole entry, looked up): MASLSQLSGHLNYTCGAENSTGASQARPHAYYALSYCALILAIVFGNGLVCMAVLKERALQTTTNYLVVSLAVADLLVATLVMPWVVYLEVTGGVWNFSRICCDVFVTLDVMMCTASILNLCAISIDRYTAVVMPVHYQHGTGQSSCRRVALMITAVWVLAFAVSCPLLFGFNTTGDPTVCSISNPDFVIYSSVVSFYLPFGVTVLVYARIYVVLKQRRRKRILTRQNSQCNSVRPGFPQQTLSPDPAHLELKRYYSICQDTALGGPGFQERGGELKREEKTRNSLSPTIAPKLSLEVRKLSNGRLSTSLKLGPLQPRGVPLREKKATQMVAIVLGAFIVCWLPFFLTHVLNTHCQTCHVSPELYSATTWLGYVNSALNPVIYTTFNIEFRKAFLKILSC
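Cells plated overnight at 1500 cells/well, then exposed to library compounds with dopamine controls for 90 minutes at 37 degrees C. DiscoveRx reagent added for 30–60 minutes at room temperature; luminescence read, quantitative HTS format.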
TDP43 rescue – inhibitors of TDP-43 toxicity in yeast; 410,000 tested, 1.8% active; Potency, µM (titrated, usually from 46.1 µM), for the others: top-dose growth rescue (activation), actives largely listed as activators; TDP-43 expressing yeast growth rescue, BacTiter-Glo, 24 h; also: potency is read from the fitted curve at half-maximal effect; % of control where 0% means no effect; nearly all actives have a fitted effect of over 50% in size
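Galactose-induced TDP-43 yeast, OD600=0.02, compound pinned; 24 hr, 30 deg C; BacTiter-Glo luminescence for growth. Inhibitors of TDP-43 toxicity read as activators.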
DRD3 agonist – D3 dopamine receptor (human) agonism | max activation, % | AID 652048 | 410,000 tested, 0.58% active | D3R DiscoveRx beta-arrestin cells, luminescence, 90 min; in the data active = max activation above about 30%; also: 0% is about no effect; mostly tested at two doses, the higher about 12 µM
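Agonist mode: compounds and dopamine controls were applied to plated cells for 90 min at 37 degrees C after an overnight attachment at 1500 cells/well. Luminescent read-out followed 30 - 60 minutes at room temperature with DiscoveRx detection reagent.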
An asterisk follows results filed as active; ? = inconclusive; . = no result given; [ ] = another dose, or the depositor's remark. Unless noted, calls follow the shape of the dose curve; as a rule, active = well fitted curve in the direction sought with a large enough effect; inconclusive = small, poorly fitted or top-dose-only effect, or another doubt; inactive = no such curve, though single readings can be large; an effect the other way counts as inactive or inconclusive. Not all compounds are listed; count on the stated rates, not on these rows.

SMILES	EPAC2 antag	Abeta rescue	aSyn rescue	FUS yeast rescue	EPAC2 agonist	DRD3 antagonist	TDP43 rescue	DRD3 agonist
COc1ccccc1CNc1ncccn1	18%	-4%	-10%	-13%	2%	-4	-1%	-1
COc1ccc(S(=O)(=O)Nc2ccc3c(c2)C(=O)N([C@H](C)CO)C[C@H](C)[C@@H](CN(C)S(=O)(=O)c2ccccc2)O3)cc1	-6%	-14%	13%	?	5%	-7	0%	-7
COc1ccc(/C=N/Nc2ncnc3sc4c(c23)CCCC4)cc1OC	-2%	-15%	0%	21%	-9%	-17	1%	-19
Cc1cc(Br)ccc1NC(=O)CN(C)C(=O)COc1cccc2c1OC(C)(C)C2	-2%	26%	2%	26%	-7%	45	25%	2
CCN(c1ccccc1)S(=O)(=O)c1ccc(C(=O)NC2CCN(Cc3ccccc3)CC2)cc1	-8%	8%	3%	.	14%	?	8%	-9
O=C(N/N=C/C1=Cc2ccccc2OC1)c1ccncc1	-3%	12%	-5%	4%	11%	-2	-12%	-2
Cc1coc2c(C)c3oc(=O)c(CCC(=O)N[C@@H](C)C(=O)N[C@@H](Cc4ccccc4)C(=O)O)c(C)c3cc12	-25%	-18%	-2%	?	2%	-14	3%	-16
COc1ccc(NC(=O)c2ccc(NC(=O)C(C)C)cc2)c([N+](=O)[O-])c1	27%	12%	-3%	-1%	-1%	-7	-15%	2
O=C(CS(=O)(=O)c1ccc2ccccc2c1)N1CCCCCC1	-4%	-2%	8%	11%	0%	5	-3%	2
Cc1occc1C(=O)n1nnc2ccccc21	6%[57.1 µM]	-40%[inhibitor]	11%	14%	0%	?	16µM*	-2
CCOC(=O)N1CCN(c2ccc(S(=O)(=O)N3CCOCC3)cc2[N+](=O)[O-])CC1	9%	12%	7%	-5%	-3%	-11	10%	-3
Cc1cccc(C(=O)Nc2ccc(C(=O)N/N=C/c3ccco3)cc2)c1	10%	-9%	0%	-1%	-1%	-1	13%	-1
CC1CCCCN1S(=O)(=O)c1ccc(C(=O)Nc2nnc(C3=COCCO3)o2)cc1 (stereo unspecified)	-5%	-3%	4%	?	2%	-4	24%	0
O=C1c2ccccc2S(=O)(=O)N1CC1CC(c2ccccc2)=NO1 (stereo unspecified)	4%	-10%	2%	-15%	-8%[15.6 µM]	0	?	2
COc1ccccc1N1CCN(C(=O)c2sc3nc(-c4ccccc4)cn3c2C)CC1	-3%	31%	3%	31%	13%	23	?	9
C=CCn1c(C(C)NC(=O)COC)nc2ccccc21 (stereo unspecified)	4%	-2%	0%	-30%	7%	-1	2%	2
O=C(O)CCCCCN1C(=O)c2ccc(C(=O)O)cc2C1=O	1%	1%	5%	-16%	3%	-14	-10%	1
Cc1ccc(-n2cc(CNC(C)c3cnn(C)c3)c(-c3ccc(F)cc3)n2)cc1 (stereo unspecified)	-1%	4%	6%	16%	8%	5	-2%	-5
Cn1c(C(=O)N2CCC(C(=O)N3CCOCC3)CC2)cc2sccc21	8%	-17%	-4%	-9%	1%	-17	-12%	-11
CCn1c(SCC(=O)c2ccc3c(c2)OCCO3)nnc1-c1ccco1	2%	-4%	2%	15%	-5%	?	6%	-2
Cc1ccc(SCc2cn3ccccc3n2)cc1	-17%	1%	8%	-7%	0%	-2	4%	-14
O=C(CSc1nnc2ncccn12)Nc1cccc2ccccc12	0%	-7%	-4%	19%	5%	6	-13%	-7
CCCCNC(=S)Nc1ccc(OC)nc1	29%	0%	-11%	-31%	14%	-12	3%	-2
CCOCC(=O)Nc1nc2ccc(C)cc2s1	4%	15%	-9%	-13%	9%	-25	3%	-6
COc1ccc(C2=NOC(Cn3c(Cc4ccc(Cl)cc4)nc4c3c(=O)n(C)c(=O)n4C)C2)cc1 (stereo unspecified)	-5%	-5%	0%	34%	6%	1	-14%	0

2 successive compounds already listed, quoted:
SMILES	EPAC2 antag	Abeta rescue	aSyn rescue	FUS yeast rescue	EPAC2 agonist	DRD3 antagonist	TDP43 rescue	DRD3 agonist
CCOCC(=O)Nc1nc2ccc(C)cc2s1	4%	15%	-9%	-13%	9%	-25	3%	-6
COc1ccc(C2=NOC(Cn3c(Cc4ccc(Cl)cc4)nc4c3c(=O)n(C)c(=O)n4C)C2)cc1 (stereo unspecified)	-5%	-5%	0%	34%	6%	1	-14%	0

The listing picks up, starting 2 compounds before the break.
SMILES	EPAC2 antag	Abeta rescue	aSyn rescue	FUS yeast rescue	EPAC2 agonist	DRD3 antagonist	TDP43 rescue	DRD3 agonist
CCOCC(=O)Nc1nc2ccc(C)cc2s1	4%	15%	-9%	-13%	9%	-25	3%	-6
COc1ccc(C2=NOC(Cn3c(Cc4ccc(Cl)cc4)nc4c3c(=O)n(C)c(=O)n4C)C2)cc1 (stereo unspecified)	-5%	-5%	0%	34%	6%	1	-14%	0
COc1ccc(-c2nc(CS(=O)CC(=O)NCc3ccccc3Cl)c(C)o2)cc1OC (stereo unspecified)	.	-5%	.	9%	.	.	24%	0
O=c1c2ccccc2nnn1Cc1cccc2ccccc12	?	?	-1%	-5%	14%	-20	13µM*	-2
O=C(NCC(c1ccc2c(c1)OCO2)N1CCN(c2ccccc2)CC1)C(=O)Nc1ccccc1 (stereo unspecified)	.	0%	.	-19%	.	.	19%	7
COc1ccc(CCNC2=CC(=O)CCC2)cc1OC	14%	-20%	20%	-6%	7%	0	-14%	-10
Cn1c(N)c(C(=O)COC(=O)c2nc(Cl)ccc2Cl)c(=O)n(C)c1=O	-6%	12%	0%	-1%	-4%	3	1%	9
O=C(CSc1oc(-c2ccc(F)cc2)nc1S(=O)(=O)c1ccccc1)NC1CCCCC1	.	-17%	.	-13%	.	.	17%	8
COc1ccccc1N1CCN(C(=O)c2cc3c(=O)oc4ccc(C)cc4c3s2)CC1	.	-5%	.	-9%	.	.	-7%	-5
Cc1ccsc1CNC(=O)C1(C)CCN1C(=O)C(C)C (stereo unspecified)	-2%	-7%	0%	-34%	2%	13	16%	7
CCCN1C(=O)C(Cc2nc3ccccc3c(=O)n2CC)c2ccccc21 (stereo unspecified)	.	-18%	.	36%	.	.	12%	-15
CCN(CC)CCSc1nc(O)c(-c2ccccc2)c(=O)[nH]1	-6%	8%	1%	15%	9%	10	0%	0
CC(C)(C)c1ccc(S(=O)(=O)N2C=CC(C(F)(F)F)=NCC2)cc1	-4%	9%	-5%	4%	-1%	-26	5%	2
COc1ccc(CC(=O)NNC(=O)c2cccnc2)cc1OC	7%	-1%	-5%	-31%	-2%	4	0%	0
Cc1cc(OCC(=O)N[C@@H](CSCc2ccccc2)C(=O)O)c2c(C)c(C)c(=O)oc2c1	-14%	-12%	-3%	?	-1%	0	11%	-18
O=C(Nc1ccc(C(F)(F)F)cc1[N+](=O)[O-])O[C@H]1[C@H](Cc2ccccc2)NS(=O)(=O)[C@H]2C[C@@H]3C=C[C@]12O3	-2%	6%	11%	33%	3%	0	15%	4
COc1ccc(NC(=O)CSC2=Nc3ccccc3C3=NC(CC(=O)NCc4ccco4)C(=O)N23)cc1 (stereo unspecified)	.	13%	.	-14%	.	.	11%	-12
COC(=O)c1[nH]c(C)c(/C(O)=C2\C(=O)C(=O)N(CCN(C)C)C2c2ccc(C)o2)c1C (stereo unspecified)	11%	-1%	-13%	2%	4%	7	12%	-2
N/C(=N\OS(=O)(=O)c1cccc([N+](=O)[O-])c1)c1ccncc1	16%	-8%	7%	16%	2%	34	16%	4
C=CCCC(=O)N1C[C@@H](CO)[C@@H](NC)C[C@H]1c1ccccc1Br	5%	-18%	6%	-17%	8%	-22	13%	-6
CCn1c(=NC(=O)C2COc3ccccc3O2)sc2c(OC)ccc(OC)c21 (stereo unspecified)	3%	14%	2%	-25%	6%	37	14%	3
CN(Cc1ccccc1)C(=O)N[C@@H](Cc1ccccc1)C(=O)O	-1%	-16%	0%	6%	-2%	-4	-11%	-7
O=C(NCCN1CCOCC1)c1cnn2c(-c3ccccc3)cc(-c3ccccc3)nc12	-8%	18%	2%	27%	21%	-28	-4%	-8
COC(=O)C(CCSC)NC(=O)c1cc2c(n(-c3ccc(C)cc3)c1=O)CC(C)(C)CC2=O (stereo unspecified)	.	-11%	.	26%	.	.	0%	7
COC(=O)c1ccc(Cc2ccccc2)o1	-1%	-4%	-15%	.	1%	-22	12%	3
COc1ccccc1NC(=O)COc1ccc(Br)cc1CNCCCN1CCOCC1	-7%	-14%	-1%	-19%	4%	-20	8%	-18
O=C(Cc1ccc(NC(=O)N2CCSc3ncccc32)cc1)NCc1cccc(Cl)c1	.	16%	.	5%	.	.	11%	4
CC(=O)NC(Cc1ccccc1)C(=O)OCC(=O)c1ccccc1 (stereo unspecified)	-4%	11%	3%	.	5%	4	8%	3
Cc1ccc[n+](CC(=O)Nc2ccc([N+](=O)[O-])cc2)c1	15%	-36%	-11%	-6%	7%	0	8.9µM*	-3

Structures above that have bromine, in the order listed:
SMILES	EPAC2 antag	Abeta rescue	aSyn rescue	FUS yeast rescue	EPAC2 agonist	DRD3 antagonist	TDP43 rescue	DRD3 agonist
Cc1cc(Br)ccc1NC(=O)CN(C)C(=O)COc1cccc2c1OC(C)(C)C2	-2%	26%	2%	26%	-7%	45	25%	2
C=CCCC(=O)N1C[C@@H](CO)[C@@H](NC)C[C@H]1c1ccccc1Br	5%	-18%	6%	-17%	8%	-22	13%	-6
COc1ccccc1NC(=O)COc1ccc(Br)cc1CNCCCN1CCOCC1	-7%	-14%	-1%	-19%	4%	-20	8%	-18
